# Tb PFK block: qHTS Assay to Find Inhibitors of T. brucei phosphofructokinase | T. brucei PFK, ADP-Glo luminescence | Potency, µM (doses to about 57.5 µM), without a hit: at the highest dose activity, negative = inhibition, usual class: inhibitors | actives 0.17% (n = 330,000);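 also: potency is read from the fitted curve at half-maximal effect; 0% = uninhibited 1x PFK enzyme wells and -100% = no-enzyme wells; nearly all actives have a fitted effect of over 60% in size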
#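 Luminescent ADP detection (ADP-Glo, two-step: ATP depletion then ADP-to-ATP conversion for luciferase) reported PFK activity after 45 min room-temperature reaction of 1.25 nM enzyme with 0.5 mM F6P and 0.1 mM ATP at pH 8.0.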
# PKM2 act: qHTS Assay for Activators of Human Muscle isoform 2 Pyruvate Kinase; actives 0.34% (n = 260,000); Potency, µM (doses to about 57.5 µM), inactives show at the highest dose activation, hits mostly activators; purified PKM2, Kinase-Glo ATP luminescence, activation; response scale: 0% is enzyme alone, no compound; also: potency is read from the fitted curve at half-maximal effect; % is scaled to controls: 0 for no effect and ±100 for the full control effect; nearly all actives have a fitted effect of over 55% in size
#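 Purified hPK-M2 (>95% pure) converted ADP (0.1 mM final) to ATP with 0.5 mM PEP in 50 mM imidazole pH7.2, KCl, MgCl2, Tween 20, BSA; 1 h at room temperature. ATP detected by Kinase-Glo luminescence.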
# Chronic BCR inh: qHTS Assay to Find Inhibitors of Chronic Active B-Cell Receptor Signaling; ABC-DLBCL IkBa-CBG/CBR reporter, luminescence ratio, 4 h; Potency, µM (titrated, usually from 46.1 µM), for the others: at the top dose ratio change, negative = lower green/red ratio, usual class: inhibitors; actives 0.05% (n = 340,000); AID 493014, 2011; active = well fitted inhibition curve with a large enough effect in the signal ratio, with a control signal flat, not every such curve was filed as active; inconclusive = small, poorly fitted or top-dose-only effect, or effect the other way, or a change in a side signal; the % refers to the signal ratio;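 also: potency is read from the fitted curve at half-maximal effect; plate controls were basal doxycycline-induced cells for no effect and cells given 10 µM MG132 for full effect; MG132 reads +100%, hits lower the ratio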
#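 Concentration-response series (up to 46 uM) were applied to TMD8 dual-reporter cells for 4 h at 37C with doxycycline. Green/red ratio, after filter-overlap correction, defined %Activity; red signal alone was normalised to basal cells and zero luminescence.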
# Giardia kill: Small Molecules that selectively kill Giardia lamblia: qHTS; Giardia lamblia trophozoite viability; activity change, % at 7.66 µM, hits read low; actives 0.15% (n = 340,000); AID 540267, 2011; in the data active = activity change below about -80%; inconclusive = between about -30% and that limit;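 also: parasites exposed to compound for two days anaerobically before the ATP read; % is scaled to controls: 0 for no effect and ±100 for the full control effect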
#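 Luminescent ATP signal served as the viability read-out, measured 15-30 min after adding ATP detection reagent to trophozoites that had been incubated with compounds for 48 hrs at 37 deg C anaerobically at 100 cells/well.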
# PTAP TSG101 blk: qHTS Assay for Iinhibitors of HIV-1 Budding by Blocking the Interaction of PTAP/TSG101. AID 493005, 2010. Potency, µM (titrated, usually from 115 µM), without a hit: top-dose activity change, negative = inhibition, usual class: inhibitors. Tumor susceptibility gene 101 protein (Homo sapiens), Q99816. 340,000 tested, under 10 active. Fluorescence polarization, FITC-PTAP peptide / Tsg101 binding; active = well fitted inhibition curve with a large enough effect in the main read-out, with a control signal flat, not every such curve was filed as active; inconclusive = small, poorly fitted or top-dose-only effect, or effect the other way, or a change in a side signal; inactive = no such curve, though single readings can be large or run the other way; also: potency is read from the fitted curve at half-maximal effect; % of control where 0% means no effect
# Target sequence (Q99816 whole entry, looked up): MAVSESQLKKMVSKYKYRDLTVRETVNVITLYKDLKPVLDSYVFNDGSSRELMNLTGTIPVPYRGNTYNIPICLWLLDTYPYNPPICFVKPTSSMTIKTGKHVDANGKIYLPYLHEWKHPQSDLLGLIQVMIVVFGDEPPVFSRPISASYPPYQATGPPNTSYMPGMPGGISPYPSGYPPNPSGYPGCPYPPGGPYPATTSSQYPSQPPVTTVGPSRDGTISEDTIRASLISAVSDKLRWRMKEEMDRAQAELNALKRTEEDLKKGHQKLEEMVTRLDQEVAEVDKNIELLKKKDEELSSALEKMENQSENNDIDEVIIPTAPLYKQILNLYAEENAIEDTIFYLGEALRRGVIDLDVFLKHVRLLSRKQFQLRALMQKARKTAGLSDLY
#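 Tsg101 binding domain (10 uM final) was mixed with compound and a FITC-labeled PTAP peptide (50 nM final) in HEPES pH 7.5 buffer with NaCl, Tween 20, EDTA and TCEP; fluorescence polarization was read after 20 min at r.t.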
# a7 integrin act: qHTS for Activators of Integrin-Mediated Alleviation for Muscular Dystrophy; Potency, µM (highest dose often 38.3 µM), inactives show at the highest dose activation, actives largely listed as activators; alpha7betagal myoblasts, beta-gal FDG fluorescence, 48 h; actives 0.064% (n = 350,000);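 also: potency is read from the fitted curve at half-maximal effect; 100% = response of the positive control SU9516; nearly all actives have a fitted effect of over 60% in size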
#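 Alpha7betagal+/- myoblasts (passage 13) were plated 16-24 hr, then exposed to compounds (1:260 dilution of DMSO stock) for 48 hours at 37C. After MPER lysis, β-galactosidase reporter activity was read as FDG fluorescence (ex 480/em 540) after 30 minutes.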
# FBPA coupling cs: qHTS Assay for Inhibitors of Fructose-1,6-bisphosphate Aldolase from Giardia Lamblia: Coupling assay counterscreen | coupling enzyme system counterscreen, AmpLite Red fluorescence | activity change, negative = inhibition, % at 58.2 µM, hits read low | actives 0.67% (n = 290,000) | AID 2472, 2010; in the data active = activity change below about -30%; also: % is scaled to controls: 0 for no effect and ±100 for the full control effect
#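 Counterscreen of the coupled detection system alone, without aldolase: glyceraldehyde-3-phosphate coupling enzymes plus AmpLite Red readout. Compounds at 57.5 uM final, 10 min RT preincubation, 20 min RT reaction, fluorescence 525/598 nm.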
# B2AR arrestin: qHTS assay of beta-arrestin-biased ligands of beta2-adrenergic receptor; Beta-2 adrenergic receptor (Homo sapiens), P07550; beta-arrestin recruitment to beta2AR, cell-based reporter; Potency, µM (series often up to 46.1 µM), inactives show at the highest dose activation, usual class: activators; actives 0.02% (n = 330,000); AID 492947, 2010;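 also: potency is read from the fitted curve at half-maximal effect; 0% = DMSO controls and full agonism = EC100 isoproterenol or metaproterenol; nearly all actives have a fitted effect of over 65% in size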
# Menin MLL FP TR: qHTS Assay for Inhibitors Targeting the Menin-MLL Interaction in MLL Related Leukemias: Competition With Texas Red Labeled MLL-derived Mutant Peptide; O00255; Menin + Texas Red MLL mutant peptide, fluorescence polarization; Potency, µM (highest dose often 61.6 µM), inactives show at the highest dose FP activity change, negative = inhibition, actives largely listed as inhibitors; actives 0.23% (n = 270,000); AID 1768, 2009; active = well fitted inhibition curve with a large enough effect in the polarisation, with a control signal flat, not every such curve was filed as active; inconclusive = small, poorly fitted or top-dose-only effect, or effect the other way, or a change in a side signal; inactive = no such curve, though single readings can be large or run the other way; the % refers to the polarisation; also: potency is read from the fitted curve at half-maximal effect; % of control where 0% means no effect; many of its hits are not listed in these tables
# GALK inh: qHTS Assay for Inhibitors of Human Galactokinase (GALK). AID 1868, 2009. actives 0.007% (n = 270,000). Purified GALK, Kinase-Glo residual ATP luminescence. Potency, µM (series often up to 57.5 µM), for inactives: at the highest dose activity change, negative = inhibition, usual class: inhibitors; also: potency is read from the fitted curve at half-maximal effect; % is scaled to controls: 0 for no effect and ±100 for the full control effect
#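 The enzyme phosphorylates galactose (100 uM) using ATP (35 uM); inhibition is detected as higher residual ATP, quantified by bioluminescence after 1 h reaction at room temperature, pH 8.0.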
# S-ASM inh: Inhibitors of Secretory Acid Sphingomyelinase (S-ASM): qHTS; Sphingomyelin phosphodiesterase (Homo sapiens), P17405; placental ASM, HMU-PC fluorogenic substrate, 60 min; Potency, µM (titrated, usually from 57.5 µM), without a hit: at the top dose activity change, negative = inhibition, hits mostly inhibitors; actives 0.006% (n = 340,000); AID 504937, 2011; also: potency is read from the fitted curve at half-maximal effect
# Target sequence (P17405 47-631 limits assumed): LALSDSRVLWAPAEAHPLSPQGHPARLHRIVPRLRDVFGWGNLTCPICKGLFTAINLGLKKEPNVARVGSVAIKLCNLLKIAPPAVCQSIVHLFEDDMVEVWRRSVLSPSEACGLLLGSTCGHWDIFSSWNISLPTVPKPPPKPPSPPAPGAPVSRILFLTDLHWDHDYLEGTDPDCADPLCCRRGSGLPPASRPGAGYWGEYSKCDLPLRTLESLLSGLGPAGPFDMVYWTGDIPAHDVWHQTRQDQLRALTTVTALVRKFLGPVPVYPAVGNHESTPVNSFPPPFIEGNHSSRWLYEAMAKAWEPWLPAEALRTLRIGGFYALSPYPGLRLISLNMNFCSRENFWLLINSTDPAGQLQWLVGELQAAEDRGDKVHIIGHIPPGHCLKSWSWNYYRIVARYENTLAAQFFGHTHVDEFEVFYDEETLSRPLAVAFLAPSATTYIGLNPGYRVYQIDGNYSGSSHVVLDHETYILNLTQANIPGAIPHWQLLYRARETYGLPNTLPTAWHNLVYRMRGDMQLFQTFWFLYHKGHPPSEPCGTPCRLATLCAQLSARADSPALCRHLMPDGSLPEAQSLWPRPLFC
#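 qHTS format. ASM enzyme prepared from human placenta hydrolyses the fluorogenic substrate HMU-PC0 (9 uM final) over 60 min at 37 °C after a 10 min compound preincubation.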
# An asterisk follows results filed as active; ? = inconclusive; . = no result given; [ ] = another dose, or the depositor's remark. Unless noted, calls follow the shape of the dose curve; as a rule, active = well fitted curve in the direction sought with a large enough effect; inconclusive = small, poorly fitted or top-dose-only effect, or another doubt; inactive = no such curve, though single readings can be large; an effect the other way counts as inactive or inconclusive. This is a subset, so the mix of outcomes need not match the whole.
# The line under a structure holds: Tb PFK block, PKM2 act, Chronic BCR inh, Giardia kill, PTAP TSG101 blk, a7 integrin act, FBPA coupling cs, B2AR arrestin, Menin MLL FP TR, GALK inh, S-ASM inh
COc1cccc(N2CCN(c3nc(C)cc(C)c3C#N)CC2)c1
  -5%, 4%, ?, 23, -3%, 28%, -3, -0.1%, -2%, 2%, -8%
Cc1nn(CC(=O)NCc2cccc3ccccc23)c(=O)c2ccccc12
  4%, -2%, ?, -1, -9%, -9%, 2, 0.9%, 2%, 2%, 6%
O=C(NC(=S)N1CCN(c2ccc([N+](=O)[O-])cc2)CC1)c1ccccc1
  -24%, 1%, ?, 0, 4%, 5%, 5, 0.5%, 4%, 1%, -2%
COc1cc(NC(=O)CN2C(=O)c3ccccc3C2=O)c(C(=O)O)cc1OC
  0%, -4%, 3%, -4, -2%, 11%, -9, -0.5%, 3%, 1%, 1%
CC1CCN(S(=O)(=O)c2ccc(C(=O)N3CCN(c4ccccc4F)CC3)cc2)CC1
  0%, 3%, ?, 7, 2%, 23%, -3, 0.6%, -12%, 0%, 2%
Cc1c(NC(=O)c2cc(CC(C)C)on2)c(=O)n(-c2ccccc2)n1C
  -2%, -4%, 28%, -24, -6%, 24%, 0, 0.3%, -2%, 3%, -4%
Cc1ccc(C)c(OCc2nnc(SCC(=O)NC(=O)NCc3ccco3)o2)c1
  4%, 0%, -2%, -2, 0%, 0%, 0, -0.1%, 7%, -1%, -4%
Cc1ccc(CN(Cc2ccccn2)C(=O)Nc2c(F)cccc2F)cc1
  1%, ., -1%, -17, 1%, ?, 1, -0.9%, -14%, ., 2%
Cc1cc(Cl)ccc1OCCCC(=O)NCCCn1ccnc1
  4%, -2%, 2%, 3, -4%, 0%, 0, 0.3%, -12%, 12%, 5%
CCN(CC)S(=O)(=O)c1ccc(C)c(NC(=O)c2cc(C)oc2C)c1
  0%, 0%, 0%, 13, -4%, ?, -7, 0.3%, -15%, 3%, 0%
CCOC(=O)c1c(C)[nH]c(C)c1C(=O)COC(=O)c1c(OC)cccc1OC
  3%, -1%, ?, 1, 1%, 17%, 5, -1.4%, -11%, 1%, -14%
O=C(c1ccccc1F)N1CCN(Cc2nc3sc4c(c3c(=O)[nH]2)CCCC4)CC1
  -1%, 1%, -4%, -12, -2%, 0%, 0, -0.2%, -27%, 9%, 7%
COc1ccc(OCCCC(=O)OC(C)C(=O)Nc2ccc(C)cc2)cc1 (stereo not drawn)
  -1%, ., 7%, -18, 0%, 10%, ., -0.7%, ., ., .
COc1ccc(-c2cc(C(=O)NCCN3CCOCC3)c3ccccc3n2)cc1OC
  -1%, 0%, 1%, 3, ., 9%, ., 0.1%, ., -1%, 37%[activator]
O=C(CSc1nc2scc(-c3ccccc3)c2c(=O)[nH]1)NCCc1ccccc1
  -6%, -6%, ?, 35[activator], 1%, 26%, ., 0.6%, ., -1%, 1%
N#Cc1ccccc1CSc1nc2ccsc2c(=O)n1Cc1ccccn1
  2%, 4%, -12%, 7, 0%, 26%, 1, -1.1%, -23%, 2%, 2%
c1ccc(N=P(c2nc3ccccc3o2)(N2CCOCC2)N2CCOCC2)cc1
  5%, -6%, -3%, 35[activator], 1%, -24%, -3, -0.5%, 2%, 0%, -1%
O=c1cc(COc2ccc(Cl)c(Cl)c2)nc2sccn12
  2%, 3%, ?, -15, -4%, -1%, -2, -1.0%, ., -4%, 2%
Oc1c(Br)cc(Cl)cc1C=Nc1ccc(N2CCOCC2)cc1
  -7%, -1%, 0%, 14, 1%, 5%, -8, -0.5%, ?, -5%, -1%
Cc1ccc(N(C)C(=O)N2CCN(c3ccccn3)CC2)cc1
  3%, 1%, ?, -16, 1%, 12%, 0, -0.1%, -2%, -2%, 0%

# Look-ups from the list:
# Reading of COc1ccc(-c2cc(C(=O)NCCN3CCOCC3)c3ccccc3n2)cc1OC in S-ASM inh: 37%[activator]
# Reading of Cc1ccc(N(C)C(=O)N2CCN(c3ccccn3)CC2)cc1 in Menin MLL FP TR: -2%
# Reading of O=C(c1ccccc1F)N1CCN(Cc2nc3sc4c(c3c(=O)[nH]2)CCCC4)CC1 in a7 integrin act: 0%

# (more compounds)
# The line under a structure holds: Tb PFK block, PKM2 act, Chronic BCR inh, Giardia kill, PTAP TSG101 blk, a7 integrin act, FBPA coupling cs, B2AR arrestin, Menin MLL FP TR, GALK inh, S-ASM inh
COc1ccc(NC(=O)CSc2nc3nc(C)cc(C)c3c(=O)[nH]2)cc1OC
  -5%, ., 1%, 23, -6%, 0%, ., -0.9%, ., ., 0%
CCCN(CCC)CCNC(=S)Nc1ccc2nc3n(c(=O)c2c1)CCCCC3
  0%, ., -3%, 6, 1%, -51%[inhibitor], 0, 0.0%, -14%, 0%, -1%
O=C(CCC(=O)c1ccc(Br)cc1)Nc1cccnc1
  -2%, ?, -1%, -8, -3%, 10%, 2, -0.1%, 11%, -2%, -3%
COc1ccc(NC(=O)C2CCCN(S(=O)(=O)c3ccc(C)cc3)C2)cc1OC (stereo not drawn)
  3%, 1%, 9%, -1, 1%, -22%, 5, 0.1%, 6%, 1%, -6%
O=C(O)c1ccc(/C=N/NC(=O)c2ccc(NS(=O)(=O)c3cccs3)cc2)cc1
  0%, -9%, ?, -8, -3%, -7%, 2, -0.2%, ., -1%, -1%
O=c1c2cc(-c3ccccc3)sc2nc2n1N=C(c1cccs1)CS2
  6%, 5%, ?, ?, 1%, 1%, 0, -0.8%, ., 1%, -2%
CC(C)C(NC(=O)OCc1ccccc1)C(=O)O (stereo not drawn)
  -1%, 1%, 2%, 4, 0%, 20%, 6, -3.1%, -3%, -2%, 4%
CC(C)C(=O)NCCc1nc2ccccc2n1CCOc1ccccc1
  0%, 2%, -26%, 9, -3%, -21%, 3, 0.3%, -18%, 1%, 1%
COc1ccccc1/C=C1\NC(=S)N(CC2CCCO2)C1=O (stereo not drawn)
  0%, 3%, -7%, -10, 1%, 42%, -9, -0.1%, -12%, -3%, -9%
CN(C)C(=O)CCc1ccc2c3c([nH]c2c1)[C@]1(CCc2ccccc2)[C@@H](C(=O)N2CCCCC2)C[C@H](CC(=O)NCCC2=CCCCC2)C(=O)N1CC3
  -4%, ., 7%, 6, -5%, 1%, ., -0.9%, ., ., -2%
CN(C(=O)c1ccc(NC(=O)Cc2cccc(NC(=O)C3CCCN(C(=O)C4CCC4)C3)c2)cc1)C1CCCC1 (stereo not drawn)
  14%, ., 7%, 25, -2%, -11%, ., 0.2%, ., ., 1%
O=C(O)c1ccc(CS(=O)c2cccc(C(F)(F)F)c2)o1 (stereo not drawn)
  -4%, 2%, -8%, -19, -6%, 11%, 4, -0.3%, 1%, -2%, 0%
Cc1ccc(S(=O)(=O)/N=C(\c2ccccc2)N(C)S(=O)(=O)c2ccccc2)cc1
  -7%, -12%, 3%, 8, -1%, 15%, -8, -0.4%, 7%, -1%, 0%
CCOc1ccc(Br)cc1S(=O)(=O)Nc1cccc(S(=O)(=O)N(C)C)c1
  0%, 0%, 0%, -5, -1%, 2%, 1, -0.8%, -2%, 0%, -3%
CCCCN(CC)CCCNC(=O)c1cc2c(=O)n(CC)c3ccccc3c2s1
  9%, ., ?, 22, 1%, -30%, 2, 0.1%, -18%, -5%, 9%
COc1ccc(CCNC(=O)CCc2nc3ccccc3[nH]2)cc1OC
  -1%, -1%, -8%, ?, 1%, 24%, 4, -0.9%, -5%, 10%, 7%

# Arranged by the number under S-ASM inh (ascending): three of the compounds above.
structure | S-ASM inh
CCOc1ccc(Br)cc1S(=O)(=O)Nc1cccc(S(=O)(=O)N(C)C)c1 | -3%
Cc1ccc(S(=O)(=O)/N=C(\c2ccccc2)N(C)S(=O)(=O)c2ccccc2)cc1 | 0%
COc1ccc(CCNC(=O)CCc2nc3ccccc3[nH]2)cc1OC | 7%

# Screens (PubChem BioAssay)
